yeast rad50 = NCI yeast anticancer drug screen, S. cerevisiae rad50 strain | AID 155 | growth inhibition, % at 50 µM | hit rate 10% among 79,000;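 further: 0% = growth of vehicle-only cultures of the same strain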
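Yeast carrying a defined DNA repair defect were exposed to test compounds, and growth was compared with vehicle-treated controls to give percent inhibition.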
sgs1 mgt1 = NCI yeast anticancer drug screen, S. cerevisiae sgs1 mgt1 strain | % growth inhibition at 50 µM | hit rate 10% among 78,000 | AID 161;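 further: 0% = growth of vehicle-only cultures of the same strain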
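Mutant yeast exposed to compound; growth scored against vehicle-only wells.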
yeast mlh1 rad18 = NCI yeast anticancer drug screen, S. cerevisiae mlh1 rad18 strain; growth inhibition, % at 50 µM; hit rate 11% among 79,000;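 further: 0% = growth of vehicle-only cultures of the same strain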
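Read-out is yeast growth inhibition, calculated against vehicle-only controls. The compound was applied to a strain engineered with DNA damage repair alterations.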
bub3 = NCI yeast anticancer drug screen, S. cerevisiae bub3 mutant strain; growth inhibition, % at 50 µM; AID 167; hit rate 9.9% among 78,000;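 further: 0% = growth of vehicle-only cultures of the same strain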
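Compounds were applied to a genetically altered yeast strain carrying a cell-cycle control defect. Growth inhibition was scored against vehicle-treated controls.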
yeast cln2 rad14 = NCI yeast anticancer drug screen, S. cerevisiae cln2 rad14 strain; % growth inhibition at 50 µM; hit rate 8.3% among 78,000;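 further: 0% = growth of vehicle-only cultures of the same strain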
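Yeast strain cln2 rad14, bearing defects in cell cycle control and DNA repair, serves as the test system; values reflect growth inhibition compared with vehicle.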
yeast mec2-1 = NCI yeast anticancer drug screen, S. cerevisiae mec2-1 strain. hit rate 9% among 79,000. AID 157. growth inhibition, % at 50 µM;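 further: 0% = growth of vehicle-only cultures of the same strain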
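Compounds were applied to mec2-1 yeast cells. Their growth was then compared with that of vehicle-treated cultures to give growth inhibition.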
Numbers without * were called inactive; & = joins results of further samples. No stated cut-off is given here; in the data, active means growth inhibition above about 70%; inactive means the rest.

Results follow in this order: yeast rad50	sgs1 mgt1	yeast mlh1 rad18	bub3	yeast cln2 rad14	yeast mec2-1
1	OCC1NC(CO)C(O)C1O (stereo not given)
→ 6	6	11	9	1	8
2	CC(C)c1ccc(/C=C(\NC(=O)c2ccccc2)c2nc3ccccc3[nH]2)cc1
→ 71*	56	93*	88*	80*	86*
3	CCc1ccccc1NC(=O)CC1NC(=O)CS1 (stereo not given)
→ -9	4	-21	-30	10	-9
4	c1ccc2cc(NCNc3ccc4ccccc4c3)ccc2c1
→ 96*	95*	95*	95*	77*	70
5	CCOc1ccc(C(C)c2cc3c(cc2OCC)OCO3)cc1C (stereo not given)
→ 3	-23	-51	-22	-15	-33
6	CC1CCc2c(O)ccc(O)c21 (stereo not given)
→ 6	2	8	-5	-15	5
7	Cc1cc(Cc2ccc(N)c(C)c2)ccc1N
→ 3	-13	-2	-19	-53	1
8	CCN(C(=S)Nc1ccccc1)c1ccccc1
→ -9&14	15&-2	4&15	11&-2	-70&-2	-16&17
9	Cc1ccc(/C(=C/CN2CC3CCC(CC3)C2)c2ccccc2)cc1
→ -1	12	-14	10	-14	-4
10	CCOc1c(N2CCOCC2)c(=O)c1=O
→ 12	6	6	31	7	-19
11	CCN(CC)CCN=c1nc(/C=C\C=C\NN(C)C(=S)SC)c(C)nn1C
→ -50	-15	-13	-1	-12	-8
12	CC1CCC2CCCCC2/C1=N\NC(N)=O (stereo not given)
→ -11	4	-17	0	2	-4
13	CC#Cc1cc2c(cc1O)CC[C@@H]1[C@@H]2CC[C@]2(C)[C@@H](O)CC[C@@H]12
→ 85*	89*	93*	88*	72*	90*
14	CCN(CC)c1cccc2c1C1(O)CCC3(CC21)OCCCCO3 (stereo not given)
→ -33	-57	-29	-45	-2	-22
15	Cc1cc(-c2cc(C)nc(N)n2)nc(N)n1
→ -35	-19	-4	14	-20	-15

The closing 2 records of the part before come first, to join the parts:
Results follow in this order: yeast rad50	sgs1 mgt1	yeast mlh1 rad18	bub3	yeast cln2 rad14	yeast mec2-1
14	CCN(CC)c1cccc2c1C1(O)CCC3(CC21)OCCCCO3 (stereo not given)
→ -33	-57	-29	-45	-2	-22
15	Cc1cc(-c2cc(C)nc(N)n2)nc(N)n1
→ -35	-19	-4	14	-20	-15
16	CCOC(=O)CCCCCC#N
→ 1	-6	0	-10	-2	-18
17	CCCCCCCCCCCCN1CCCC(O)C1 (stereo not given)
→ 67	74*	78*	71*	56	61
18	CCC1(c2ccncc2)CCC(=O)NC1=O (stereo not given)
→ 56	36	11	14	14	30
19	CN(C)CCN1CCC(Cc2ccccc2)CC1
→ -7	-26	-5	-3	-18	-14
20	O=C1C(=O)c2ccccc2C(O)=C1CCCc1ccc(Cl)cc1
→ 7	2	16	11	-21	20
21	O=C(/C=C/c1ccccc1)c1c2ccccc2cc2ccccc12
→ -27	-2	-17	-33	-2	-24
22	COC(=O)C1CCCN1C(=O)c1ccccc1 (stereo not given)
→ 4	-16	12	-5	-37	0
23	COc1ccc([N+](=O)[O-])c2ccc(C(=O)O)nc12
→ 9	20	-3	-10	-21	19
24	NCC(=O)OCN1C(=O)C2C3C=CC(C2C1=O)C1C2C(=O)N(COC(=O)CN)C(=O)C2C31 (stereo not given)
→ 24&-5	-30&5	-44&-19	-47&-15	-7&24	-62&9
25	CCOC(=O)CN=NNc1ccccc1C(C)=O
→ 21	11	38	3	-3	7
26	CC12CCC(O)CC1=CCC1C2CCC2(C)/C(=C\C#N)CCC12 (stereo not given)
→ 69	52	74*	31	-2	10
27	CCOC(=O)NC(Nc1ccc(OC(F)(F)F)cc1)(C(F)(F)F)C(F)(F)F
→ -9	-39	0	-20	-1	-8
28	N#Cc1ccc(-c2ccc(Cl)cc2)n(C2OC(CO)C(O)C(O)C2O)c1=S (stereo not given)
→ -27&-20	-13&11	-5&-2	-5&0	-52&-26	-6&-2
29	O=C(O)C(Sc1ccccc1)c1ccccc1 (stereo not given)
→ 1	0	-22	-22	-32	-8
30	CC(C)(C)C(=O)OCc1ccc2c(c1)OCO2
→ 18	20	2	8	8	23
31	Cc1cc(=O)n2nc(CSc3nnc(N)s3)sc2n1
→ -1	7	4	10	6	0
32	C(=NCCN=Cc1ccccc1)c1ccccc1
→ -11	-22	-9	-12	3	-7
33	CN1c2ccccc2N(C(=O)c2ccccc2)C(CC(=O)O)c2cccn21 (stereo not given)
→ -22	-33	-16	-45	24	-41
34	c1cc2sc1CSCCSCCSC2
→ -16	4	-27	-4	23	2
35	CC1=CC(C)(C)NC(=S)N1c1ccc(C)cc1S(=O)(=O)O
→ 28	-18	28	8	-16	-2
36	CN(C)c1ccc(/C=C2\Cc3ccccc3C2=O)cc1Br
→ 20	1	12	-9	1	-8
37	BrCC(Br)c1ccc(C(Br)CBr)cc1 (stereo not given)
→ 8	25	12	2	15	-22
38	COC(=O)c1cn[nH]c1CC(N)=O
→ 36	25	20	12	-17	12
39	CCOc1ccc2nc3cc(N=Nc4ccc5c(N)c6cc(OCC)ccc6nc5c4)ccc3c(N)c2c1
→ 4	38	-7	31	0	14
40	CC1(C)N=C(N)N=C(N)N1c1ccc(CN)cc1
→ 20	-18	19	-2	-7	7
41	CC(=O)OCCC#N
→ 0	22	9	-4	-12	-4
42	C=C(C)C1(C)OCC(C)(C)CO1
→ -45	-29	-15	-12	-28	-18
43	Cc1cn(C2CC3C(COC(c4ccccc4)N3O)O2)c(=O)[nH]c1=O (stereo not given)
→ 0	21	7	-3	3	-9
44	COC(=O)/C(=C1/OC(=O)C(c2ccccc2)=C1O)c1ccccc1
→ 32	16	10	27	22	1
45	COC(=O)c1cc2c(cc1CC1Cc3cc4c(cc3C1=O)CCC4)CCC2 (stereo not given)
→ -16	-10	2	20	9	-42

From no. 18 up to 36, copied from above:
Results follow in this order: yeast rad50	sgs1 mgt1	yeast mlh1 rad18	bub3	yeast cln2 rad14	yeast mec2-1
18	CCC1(c2ccncc2)CCC(=O)NC1=O (stereo not given)
→ 56	36	11	14	14	30
19	CN(C)CCN1CCC(Cc2ccccc2)CC1
→ -7	-26	-5	-3	-18	-14
20	O=C1C(=O)c2ccccc2C(O)=C1CCCc1ccc(Cl)cc1
→ 7	2	16	11	-21	20
21	O=C(/C=C/c1ccccc1)c1c2ccccc2cc2ccccc12
→ -27	-2	-17	-33	-2	-24
22	COC(=O)C1CCCN1C(=O)c1ccccc1 (stereo not given)
→ 4	-16	12	-5	-37	0
23	COc1ccc([N+](=O)[O-])c2ccc(C(=O)O)nc12
→ 9	20	-3	-10	-21	19
24	NCC(=O)OCN1C(=O)C2C3C=CC(C2C1=O)C1C2C(=O)N(COC(=O)CN)C(=O)C2C31 (stereo not given)
→ 24&-5	-30&5	-44&-19	-47&-15	-7&24	-62&9
25	CCOC(=O)CN=NNc1ccccc1C(C)=O
→ 21	11	38	3	-3	7
26	CC12CCC(O)CC1=CCC1C2CCC2(C)/C(=C\C#N)CCC12 (stereo not given)
→ 69	52	74*	31	-2	10
27	CCOC(=O)NC(Nc1ccc(OC(F)(F)F)cc1)(C(F)(F)F)C(F)(F)F
→ -9	-39	0	-20	-1	-8
28	N#Cc1ccc(-c2ccc(Cl)cc2)n(C2OC(CO)C(O)C(O)C2O)c1=S (stereo not given)
→ -27&-20	-13&11	-5&-2	-5&0	-52&-26	-6&-2
29	O=C(O)C(Sc1ccccc1)c1ccccc1 (stereo not given)
→ 1	0	-22	-22	-32	-8
30	CC(C)(C)C(=O)OCc1ccc2c(c1)OCO2
→ 18	20	2	8	8	23
31	Cc1cc(=O)n2nc(CSc3nnc(N)s3)sc2n1
→ -1	7	4	10	6	0
32	C(=NCCN=Cc1ccccc1)c1ccccc1
→ -11	-22	-9	-12	3	-7
33	CN1c2ccccc2N(C(=O)c2ccccc2)C(CC(=O)O)c2cccn21 (stereo not given)
→ -22	-33	-16	-45	24	-41
34	c1cc2sc1CSCCSCCSC2
→ -16	4	-27	-4	23	2
35	CC1=CC(C)(C)NC(=S)N1c1ccc(C)cc1S(=O)(=O)O
→ 28	-18	28	8	-16	-2
36	CN(C)c1ccc(/C=C2\Cc3ccccc3C2=O)cc1Br
→ 20	1	12	-9	1	-8

More results
Results follow in this order: yeast rad50	sgs1 mgt1	yeast mlh1 rad18	bub3	yeast cln2 rad14	yeast mec2-1
46	C=CCN(CC=C)C(CC(=O)C(C)(C)C)=NCC
→ -15	-6	-23	-4	36	-8
47	Ic1[nH]c(I)c(I)c1I
→ 95*	97*	93*	97*	94*	95*
48	COC1OC(COC(=O)c2ccccc2)C(OC(=O)c2ccccc2)C1NC(C)=O (stereo not given)
→ 14	13	28	39	62	19
49	CCOC(=O)c1cc2cc(C)cc(C(=O)c3ccc([N+](=O)[O-])cc3)c2[nH]1
→ 15	31	-16	-1	4	25
50	O=C1CCCc2cc3c(cc21)CC1(Cc2ccccc2C1)C3
→ -12	9	-15	37	-6	-28
51	FC(F)(F)c1cc(NC(=S)SCc2ccc(Cl)cc2)ccc1Cl
→ 23	16	11	14	15	9
52	CC(O)C(F)(F)C(F)(F)C(F)(F)C(F)(F)C(F)(F)C(F)F (stereo not given)
→ -18	-13	1	-18	2	-40
53	CCCCCCCCP(CCCCCCCC)CCCCCCCC
→ 29	21	26	13	-10	-12
54	COc1cc(CSCC(=O)O)ccc1O
→ 9	10	-24	-20	-19	7
55	CCOc1ccc2c(c1)[n+]([O-])c(-c1ccc(Cl)cc1)c(N)[n+]2[O-]
→ 99*	99*	99*	99*	99*	98*
56	O=c1oc(Cl)cc2oc(=O)n(-c3ccccc3)c(=O)c12
→ 11	19	9	-9	-3	7
57	Cc1cc2c(C(C)C)c(O)c(O)c(C=O)c2c(O)c1-c1c(C)cc2c(C(C)C)c(O)c(O)c(C=Nc3ccc(Cc4ccc(N)cc4)cc3)c2c1O
→ -27	-24	-22	-10	-14	-10
58	Cc1c(O)cccc1O
→ -6	8	-8	-8	7	-17
59	Cc1cccc(C2=N/C(=C\C=C\c3ccccc3)C(=O)O2)c1
→ 6	-4	-15	-2	5	2
60	CCC1(C)C=Cc2c(cc(OC)c3c(=O)c4ccccc4n(C)c23)O1 (stereo not given)
→ -22	-34	-26	4	-20	-27
61	Cc1cc(S(=O)(=O)Nc2nc3ccccc3[nH]2)c(S)cc1Cl
→ 20	24	41	6	23	13
62	O=C(O)C1C2C3CCC(C3)C12 (stereo not given)
→ 3	8	2	-5	35	16
63	O=C(Oc1c(Cl)cc(Cl)cc1C=Nc1ccc(Cl)cc1)c1ccccc1
→ 67	89*	84*	58	42	71*

Source: PubChem BioAssay
